MITF primary: blocks human microphthalmia-associated transcription factor | 650,000 compounds, 0.91% hits | AlphaScreen MITF homodimerization, bead proximity signal | AID 1259374 | O75030 | inhibition, % at 2.6 µM; in the data active means inhibition above about 50%;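 further: 0% = vehicle wells with protein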
GPR151 ag: activators of human GPR151; Q8TDV0; PathHunter beta-arrestin GPR151 cells, luminescence; activation, % at 11.2 µM; 650,000 compounds, 1% hits; AID 1508602; in the data active means activation above about 4.9%;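 further: 0% = median of compound wells and 100% = cells with positive control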
TEAD-YAP inh: TEAD-YAP interaction inhibition | 640,000 compounds, 1.4% hits | inhibition, % at 9.12 µM | HEK-TIYL cells, TEAD-Gal4/YAP UAS-luciferase luminescence | AID 1259422; in the data active means inhibition above about 32%;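 further: 0% = median of test compound wells and 100% = reference inhibitor wells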
FBW7 activator: human FBW7 E3 ligase activation, primary screen | AID 1259310 | Q969H0 | 650,000 compounds, 0.13% hits | normalized activity (activation), % at 26.1 µM | AlphaScreen FBW7–phospho-cyclin E peptide binding, activator screen; in the data active means normalized activity above about 1.9%;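 further: purified mutant Fbw7 with reduced substrate affinity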
Target sequence (Q969H0 whole entry, looked up): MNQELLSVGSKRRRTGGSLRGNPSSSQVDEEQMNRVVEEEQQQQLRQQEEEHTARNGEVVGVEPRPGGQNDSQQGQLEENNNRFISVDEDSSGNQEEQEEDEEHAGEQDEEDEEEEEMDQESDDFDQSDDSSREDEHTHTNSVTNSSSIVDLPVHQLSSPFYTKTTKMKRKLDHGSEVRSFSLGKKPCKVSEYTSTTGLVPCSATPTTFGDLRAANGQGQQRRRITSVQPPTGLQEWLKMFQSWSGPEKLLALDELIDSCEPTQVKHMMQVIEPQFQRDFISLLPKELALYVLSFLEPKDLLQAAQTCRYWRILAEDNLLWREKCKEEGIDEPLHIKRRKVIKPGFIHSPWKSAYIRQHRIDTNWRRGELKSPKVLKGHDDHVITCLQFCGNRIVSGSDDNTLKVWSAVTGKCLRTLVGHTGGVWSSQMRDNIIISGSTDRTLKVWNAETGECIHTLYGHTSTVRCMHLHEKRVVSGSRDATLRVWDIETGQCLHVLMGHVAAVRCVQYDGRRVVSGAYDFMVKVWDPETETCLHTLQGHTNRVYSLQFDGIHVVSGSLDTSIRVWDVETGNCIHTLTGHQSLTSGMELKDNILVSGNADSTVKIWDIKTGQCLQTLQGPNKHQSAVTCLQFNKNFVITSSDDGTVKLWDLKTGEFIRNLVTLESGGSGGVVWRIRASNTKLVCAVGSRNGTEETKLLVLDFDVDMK
Numbers without * were called inactive; & = joins results of further samples.

SMILES | MITF primary | GPR151 ag | TEAD-YAP inh | FBW7 activator
Cc1ccc(OC(=O)N[C@H]2C[C@H]3C(=O)N[C@@H](CCCCN)C(=O)N3C2)cc1 | 4 | 0.1 | -11 | 0.2
COc1ccc(C(=O)N(Cc2ccccc2)c2ccccn2)c(OC)c1 | 4 | 2.2 | 13 | 0.1
Cc1ccc(NC(=O)N2CCN(c3cnccn3)CC2)cc1 | -12 | 2.4 | -4 | -0.1
COc1ccc(NC(=O)CN(C)S(=O)(=O)c2ccc3c(c2)CCC(=O)N3)cc1 | -1 | -0.1 | -3 | -0.2
CCN(Cc1nc(N)c2cc(C)ccc2n1)CC1CCCO1 (stereo unspecified) | 15 | 1.4 | -7 | -0.1
CN(C)c1ccc(NC(=O)CSc2ncc(C#N)c(N)n2)cc1 | 13 | 0.0 | 15 | 0.0
CC(C)(C)NC(=O)CN(C(=O)CCC(=O)Nc1ccccn1)c1ccc(F)cc1 | 33 | -0.6 | -2 | -1.1
O=C(Nc1ccc2oc(-c3cc(Br)ccc3Cl)nc2c1)c1ccccc1I | -11 | 0.7 | -3 | -0.2
CCOC(=O)C1=C(N)N2C(=O)C(C)SC2=C(C(=O)OCC)C1c1ccc(Cl)cc1 (stereo unspecified) | -1 | -0.6 | 13 | -0.1
O=C(COc1ccc(Cl)cc1)Nc1ccc(C(=O)OC2CCCCC2)cc1 | 8 | 2.2 | 18 | -0.1
O=C(Nc1ccc(-n2cnnn2)cc1)C1CCN(CC2CCOC2)CC1 (stereo unspecified) | 13 | 1.6 | 15 | 0.1
Cc1ccc2c(c1)-c1c(ssc1=S)C(C)(C)N2C(=O)Nc1cccc(Cl)c1 | 2 | -0.4 | 3 | -0.4
CC(C)(C)c1ccc(OCC(=O)N/N=C/c2ccc(O)c([N+](=O)[O-])c2)cc1 | 4 | -0.6 | -11 | -0.1
CC1CCc2c(sc(NC(=O)c3ccc(Cl)cc3Cl)c2C#N)C1 (stereo unspecified) | -12 | -0.7 | -5 | -0.1
O=C(CSc1nc2ccsc2c(=O)n1-c1ccc(F)cc1)c1ccccc1 | 6 | -0.3 | 9 | -0.1
CCCCOc1ccc(C2=N/C(=C\c3ccccc3OC)C(=O)O2)cc1 | 12 | 1.4 | 2 | 0.0
Fc1ccc(-c2cc(-c3nc(-c4ccccn4)no3)c3ccccc3n2)cc1 | -1 | 2.1 | -5 | -0.2
CC1=Nc2cc(C(=O)NCCN(C)C)ccc2Sc2ccc(Cl)cc21 | -6 | -0.2 | 56* | -0.3
CC(C)(C)SCCN=C1NS(=O)(=O)c2cc([N+](=O)[O-])ccc21 | 17 | 0.5 | -12 | 0.8
CCn1cnc2sc(C(=O)NCc3ccccn3)c(C)c2c1=O | 3 | 0.3 | -12 | -0.1

One compound at a time, from the list above.
O=C(COc1ccc(Cl)cc1)Nc1ccc(C(=O)OC2CCCCC2)cc1 is listed with MITF primary = 8; GPR151 ag = 2.2; TEAD-YAP inh = 18; FBW7 activator = -0.1
CCN(Cc1nc(N)c2cc(C)ccc2n1)CC1CCCO1 (stereo unspecified) is listed with MITF primary = 15; GPR151 ag = 1.4; TEAD-YAP inh = -7; FBW7 activator = -0.1
COc1ccc(NC(=O)CN(C)S(=O)(=O)c2ccc3c(c2)CCC(=O)N3)cc1 is listed with MITF primary = -1; GPR151 ag = -0.1; TEAD-YAP inh = -3; FBW7 activator = -0.2

Next results follow:
SMILES | MITF primary | GPR151 ag | TEAD-YAP inh | FBW7 activator
O=C(NCCC1=CCCCC1)c1ccc(CNC(=O)c2cccc(Br)c2)cc1 | -15 | 1.1 | -14 | -0.5
O=C(c1ccc2c(c1)OCO2)C1CCCN(S(=O)(=O)c2ccc3c(c2)OCCO3)C1 (stereo unspecified) | 9 | -2.1 | -5 | 0.8
c1ccc2[nH]c(CNc3cc(-c4csc5ccccc45)ncn3)nc2c1 | 5 | -0.8 | 0 | 0.1
CC(NS(=O)(=O)c1ccccc1)C1COc2ccccc2O1 (stereo unspecified) | -3 | 0.4 | -5 | 0.0
NNC(=O)c1nnn(-c2nonc2N)c1-c1ccccc1 | 2 | -0.7 | -9 | 0.0
O=C(NCCc1ccccc1)C(=S)N1CCOCC1 | 12 | 3.3 | 8 | -0.2
CCc1ccc(C2=NC(c3ccccc3OC)NC(c3cc(Cl)ccc3O)C2)cc1 (stereo unspecified) | -4 | 1.0 | 0 | -0.1
O=C1CCCN2N=C(SCC(=O)c3ccccc3)SC2=N1 | -4 | 2.1 | -18 | -0.1
CC(C)CCN1C(=O)c2ccc(-c3nc4ccccc4o3)cc2C1=O | 11 | -0.8 | -8 | 0.1
CCCNc1nc(NCCN2CCOCC2)nc(N(CC)CC)n1 | -6 | 2.7 | 15 | -0.2
CCCCN1C(=O)C2C(C(=O)Nc3ccc(C(C)C)cc3)C3C=CC2(O3)C1C(=O)NC1CCCCC1 (stereo unspecified) | -9 | -0.8 | 5 | 0.0
Cc1c(NS(=O)(=O)c2ccc([N+](=O)[O-])cc2)c(=O)n(-c2ccccc2)n1C | 13 | 0.4 | -4 | 2.0*
Cc1nn(C(C)(C)C)c(OC(=O)C2CCCC2)c1Sc1ccccc1[N+](=O)[O-] | -5 | -0.8 | 20 | -0.5
O=C(Cc1ccccc1[N+](=O)[O-])Nc1ccc(C(F)(F)F)cc1 | -1 | -1.3 | -36 | -0.2
Nc1nc(NCCCN2CCCC2=O)cc(N2CCc3ccccc3C2)n1 | 1 | -1.7 | 8 | 0.6
Cc1cc(Nc2ccc(Cl)c(Cl)c2)n2nc(C)nc2n1 | 11 | -0.1 | 1 | -0.3
CCS(=O)(=O)N1CCC(n2nc(C3CC3)ccc2=O)CC1 | -6 | -1.3 | -6 | -0.2
CC1(C)CC(=O)c2cc(C(=O)NC(C)(C)C)c(=O)n(-c3ccccc3)c2C1 | 0 | 0.0 | -6 | -0.1
CCn1c(O)c(/C=N/N=C/c2ccccc2)c2ccc(C3=NNC(=O)CC3)cc21 | 15 | -0.2 | 9 | 0.0
COc1cc(OC)cc(C(=O)Nc2c3c(nn2-c2ccc([N+](=O)[O-])cc2)CSC3)c1 | 36 | 0.9 | -26 | 0.0
Cc1nc(-c2ccc(Cl)cc2)sc1CNS(=O)(=O)c1ccccc1 | -5 | -0.1 | -35 | 0.1
COc1ccc([N+](=O)[O-])cc1NC(=O)c1c(-c2ccccc2Cl)noc1C | 15 | -0.6 | -1 | 0.1
Cc1ccc2cc(CN(CC3CCCO3)C(=O)Nc3ccccc3)c3nnnn3c2c1 (stereo unspecified) | 6 | -0.1 | -16 | -0.1
Cc1ccc(-c2c(C(=O)Nc3cccc(C(F)(F)F)c3)oc(=O)c3ccccc23)cc1 | 2 | 0.3 | 0 | -0.1
CCCN(CCC)P(=O)(C(Cl)=C(N(C)C)N(C)C)N(CCC)CCC | 0 | -1.5 | 9 | 0.2
COc1cccc(-c2cc(C(F)(F)F)n3ncc(C(=O)NC(C)(C)C)c3n2)c1 | -4 | 0.1 | -8 | -0.4
COc1cccc(-n2nc(C(=O)N3CC(C)CC(C)C3)c3ccccc3c2=O)c1 (stereo unspecified) | -9 | -0.2 | -7 | -0.1
CCNc1nc(Oc2ccc(=O)n(-c3ccccc3)n2)nc(N(C)C)n1 | 18 | 0.1 | -3 | 0.1
O=C(/C=C\c1ccccc1)Nc1c2c(nn1-c1ccc([N+](=O)[O-])cc1)CSC2 | -7 | 0.4 | -1 | -0.3
COC(=O)CSc1nnc(CNC(=O)c2ccccc2OC)n1C | 12 | 0.6 | -4 | -0.1
Cc1cc(C)c2cc(C#N)c(NCCNC(=S)NCCCN3CCOCC3)nc2c1 | 13 | 0.1 | 7 | 0.1
COc1ccc(CNC(=O)CSc2nc(N)c3c(C)c(C)sc3n2)cc1 | -2 | -7.7 | -10 | -0.2
O=C(/C=C/c1ccc(Cl)cc1Cl)N1CCC(Cc2ccccc2)CC1 | 1 | 1.6 | -1 | 0.0
CCCCCCCC1(C)NC(=O)N(CC(=O)Nc2cccc(Cl)c2)C1=O (stereo unspecified) | 7 | 0.8 | -6 | 0.1
CC1CCC(N2CCN(Cc3ccc([N+](=O)[O-])cc3)CC2)CC1 (stereo unspecified) | 65* | -1.2 | 2 | 0.1
COCCNC1CCN(Cc2ccccc2S(C)(=O)=O)CC1 | 7 | 1.1 | 4 | 0.1
Cc1cccc(NC(=O)c2cc(S(=O)(=O)N3CCc4ccccc43)ccc2F)c1C | 2 | -0.7 | -3 | -0.1
Cc1nc(C)n(C(C)CC(=O)N2CCC3(CC2)NC(=O)c2cccnc2N3C)n1 (stereo unspecified) | 6 | 1.4 | -3 | 0.0
CCOC(=O)C1=C(CN2CCc3ccccc3C2)NC(=O)NC1c1ccco1 (stereo unspecified) | 25 | -0.5 | 1 | 0.1
c1ccc(CNc2nc(-c3csc4ccccc34)nc3c2ncn3-c2ccccc2)cc1 | 0 | -0.8 | -2 | 0.3
Cc1ccc(C(C(=O)NC2CCCC2)N(Cc2cccnc2)C(=O)Cc2cccs2)o1 (stereo unspecified) | 33 | -0.8 | 2 | 0.1
CN1CCN(C(c2cccc(F)c2)c2sc3ncnn3c2O)CC1 (stereo unspecified) | -10 | -1.8 | -8 | 0.0
CCCN1C(=O)/C(=C/c2ccccc2OCC)NC1=S | 9 | 1.9 | 6 | 0.1
CN1CCN(C(=O)C(c2ccccc2)N2Cc3ccccc3C2=O)CC1 (stereo unspecified) | -11 | 0.0 | -10 | -0.1
Cc1nnc2c3cnn(-c4ccccc4)c3nc(C)n12 | 10 | 0.3 | 2 | -0.2
Cc1ncn(-c2ccc(Nc3ncc(Cl)c(-c4ccnn4C)n3)cc2)n1 | 3 | 0.0 | 9 | 0.1
COCCOC(=O)c1ccc(NC(=O)COc2ccc(Cl)cc2)cc1 | 12 | -1.3 | 6 | 0.9
CC(=O)c1sc(NCc2ccco2)nc1C | -6 | 0.9 | -5 | -0.1
c1ccc(Cc2nnc(N3CCCCC3)c3ccccc23)cc1 | -8 | -2.2 | 8 | -0.1
C=CCSc1nc2sc3c(c2c(=O)n1CC(=C)C)CCC(C(C)(C)C)C3 (stereo unspecified) | -2 | -0.2 | -4 | -0.1
Cc1ccc(Cc2cnc(N)s2)o1 | 14 | 0.7 | -6 | -0.1
CC(=O)OCC1OC(n2cnc3c(=O)[nH]c(N)nc32)C(OC(C)=O)C1OC(C)=O (stereo unspecified) | 5 | -1.5 | -4 | 0.3
O=C(CN1CCOC1=O)N1CCCC(CNS(=O)(=O)Cc2ccccc2)C1 (stereo unspecified) | 6 | 1.7 | 5 | 0.0
COc1cc(C(=O)Nc2nnc(-c3ccc4c(c3)OCCO4)o2)cc(OC)c1OC | 7 | 0.6 | 4 | 0.0
CCCSc1nnc2c(n1)OC(c1cccc(C)n1)Nc1ccccc1-2 (stereo unspecified) | 13 | -0.9 | -15 | 0.2
COC(=O)COc1ccc(/C=C2\SC(=O)N(CC(=O)Nc3ccc(C)cc3)C2=O)cc1 | -9 | 1.1 | 3 | -0.3
Cc1cnc(-c2ccc(C(N)=O)cc2)nc1Nc1ccc(N2CCOCC2)cc1 | 33 | -0.1 | 19 | -0.2
O=C(Nc1nc(-c2ccc(F)cc2)cs1)c1ccc(S(=O)(=O)N2CCCCC2)cc1 | 1 | 1.4 | 7 | -0.1
Cc1occc(=O)c1O | -9&-1 | -0.7&0.5 | -9&-1 | -0.1&-0.1
COc1ccccc1OCCN1CCOCC1 | 54* | -0.6 | -4 | 0.0

Further results follow.
SMILES | MITF primary | GPR151 ag | TEAD-YAP inh | FBW7 activator
CSCCC(NC(=O)c1ccc(Cl)c([N+](=O)[O-])c1)C(=O)Nc1ccc(C)c(F)c1 (stereo unspecified) | -12 | -2.4 | -10 | -0.1
CCCN(CCC)S(=O)(=O)c1ccc(C(=O)Nc2sc3c(c2-c2nc4ccccc4s2)CCN(C(C)=O)C3)cc1 | -5 | -0.9 | 2 | -0.2
COC(=O)c1ccccc1OCCCn1c(-c2ccc(Br)cc2)nc2ccccc2c1=O | -13 | 1.5 | -15 | -0.1
O=C(Nn1cnnc1)c1ccccc1Cl | 4 | 0.4 | -1 | 0.0
COc1cccc(CN2CCN(C(=O)CCC3(Cc4ccccc4)CCC(=O)N3)CC2=O)c1 (stereo unspecified) | 6 | -0.5 | -24 | -0.1
COc1ccccc1-c1ccc(=O)n(CC(=O)NC2CC2)n1 | 1 | 0.5 | 1 | -0.1
COc1ccc(C(=O)N/C(=C\c2cccc([N+](=O)[O-])c2)C(=O)Nc2cc(C)cc(C)c2)cc1Br | 21 | -0.2 | 9 | 0.2
COc1ccc(Cl)cc1NC(=O)CSc1nc2ccccc2o1 | 9 | 0.1 | 8 | -0.2
COCCCNCCCCOc1ccc(Br)cc1C | 8 | -0.9 | -7 | 0.0

Fetched by compound from above (5):
SMILES | MITF primary | GPR151 ag | TEAD-YAP inh | FBW7 activator
CCCNc1nc(NCCN2CCOCC2)nc(N(CC)CC)n1 | -6 | 2.7 | 15 | -0.2
CC(C)(C)NC(=O)CN(C(=O)CCC(=O)Nc1ccccn1)c1ccc(F)cc1 | 33 | -0.6 | -2 | -1.1
CCCCN1C(=O)C2C(C(=O)Nc3ccc(C(C)C)cc3)C3C=CC2(O3)C1C(=O)NC1CCCCC1 (stereo unspecified) | -9 | -0.8 | 5 | 0.0
CC(=O)c1sc(NCc2ccco2)nc1C | -6 | 0.9 | -5 | -0.1
CCCCCCCC1(C)NC(=O)N(CC(=O)Nc2cccc(Cl)c2)C1=O (stereo unspecified) | 7 | 0.8 | -6 | 0.1

Source: PubChem

Compounds as they come. Share with any hit: about 3.4%.
